esBAF inh = SWI/SNF esBAF complex inhibition. mouse ES cells, Bmi1-luciferase knock-in reporter, 24 h; 100% = twice the neutral-well signal. reporter increase, % at 12.5 µM. 350,000 tested, 2% active. AID 602393; in the data active = activation above about 40%;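 note: 0% = median of the plate's neutral control wells and 100% = double that signal; a rise in the Bmi1 reporter signal indicates esBAF inhibition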
ARNT-TACC3 inh = disrupts binding between human ARNT and TACC3. Q9Y6A5. AlphaScreen His-ARNT PAS-B/GST-TACC3 binding, luminescence; TACC3 fragment carries E629A point mutation. inhibition, % at 9.99 µM. 390,000 tested, 0.66% active;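 active = mean inhibition of replicates at least 50% and at least half of replicates each reaching 50%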;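 note: 0% = complete ARNT plus TACC3 wells and 100% = ARNT alone without TACC3; many hits fall short of the cut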
RAD52 anneal inh = inhibitors of human RAD52 DNA annealing; P43351; recombinant RAD52 DNA annealing, FRET fluorescence; inhibition, % at 18.7 µM; 360,000 tested, 0.46% active; AID 651710;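 active = every replicate showing at least 50% inhibition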
ERp5 inh = ERp5 (human) disulfide isomerase inhibition | Q15084 | ERp5 insulin aggregation, absorbance 650 nm, 90 min | inhibition, % at 9.99 µM | 350,000 tested, 0.05% active;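 active = mean replicate inhibition above about 25%, with every replicate also reaching it, limit read from the data, passing the limit was not always enough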
Target sequence (Q15084 whole entry, looked up): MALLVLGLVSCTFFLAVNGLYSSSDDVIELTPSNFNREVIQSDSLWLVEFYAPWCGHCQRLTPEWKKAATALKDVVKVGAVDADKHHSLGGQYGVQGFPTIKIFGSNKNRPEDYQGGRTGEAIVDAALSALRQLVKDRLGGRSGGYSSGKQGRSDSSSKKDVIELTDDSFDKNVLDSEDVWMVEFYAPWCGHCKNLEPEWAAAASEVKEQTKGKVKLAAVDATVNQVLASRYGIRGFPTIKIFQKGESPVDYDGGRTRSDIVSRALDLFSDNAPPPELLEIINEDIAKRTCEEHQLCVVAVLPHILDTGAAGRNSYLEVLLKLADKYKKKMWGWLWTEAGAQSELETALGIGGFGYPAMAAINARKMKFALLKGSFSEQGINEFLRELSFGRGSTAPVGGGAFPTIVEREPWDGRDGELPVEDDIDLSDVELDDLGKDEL
PglD DTNB = blocks C. jejuni PglD acetyltransferase activity; purified PglD enzyme, DTNB colorimetric CoA detection; inhibition, % at 12.5 µM; 360,000 tested, 0.098% active; in the data active = inhibition above about 16%, passing the limit was not always enough; note: strong numbers were not always called active
RAD54 inh = RAD54 (human) branch migration inhibition | Q92698 | RAD54 Holliday junction branch migration, FAM/BHQ fluorescence | inhibition, % at 10.4 µM | 360,000 tested, 0.14% active | AID 602329;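 active = mean normalized replicate activity at least 40 and at least half of replicates scoring 40 or more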;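 note: 0% = median of neutral control wells and 100% = median of positive control wells; inhibitors cause a drop in the FAM fluorescence signal; in these data hits start at about 50%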
E-sel inducer = E-selectin induction on HUVECs. P16581. HUVEC E-selectin immunofluorescence imaging; normalized: neutral wells 0, TNF-alpha wells 100. activation, % at 7.58 µM. 260,000 tested, 0.37% active;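 active = mean E-selectin-positive cell signal at least 10% of the positive control, reached in at least 60% of replicates, without over 20% cell loss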;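 note: in these data hits start at about 27%; measured in HUVEC primary endothelial cells; signal is the percent of cells scored E-selectin positive by PE staining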
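System: HUVEC / Compound: single concentration / Signal: immunofluorescence imaging / Read-out: percent E-selectin-positive cells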
CASP6 VEID inh = blocks human caspase-6 cleavage activity | P55212 | purified caspase-6, Z-VEID-R110 cleavage fluorescence | inhibition, % at 12.5 µM | 350,000 tested, 0.53% active;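 active = mean inhibition across replicates at least about 35%, with every replicate also reaching that limit, limit read from the data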;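 note: 0% = median of neutral control wells and 100% = no fluorescence left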
Target sequence (P55212 24-179 limits assumed): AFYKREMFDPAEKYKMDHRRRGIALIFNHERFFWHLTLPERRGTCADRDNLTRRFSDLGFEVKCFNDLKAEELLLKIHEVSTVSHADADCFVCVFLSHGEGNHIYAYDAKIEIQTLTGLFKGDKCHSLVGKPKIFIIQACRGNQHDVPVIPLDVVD
Target sequence (P55212 194-293 limits assumed): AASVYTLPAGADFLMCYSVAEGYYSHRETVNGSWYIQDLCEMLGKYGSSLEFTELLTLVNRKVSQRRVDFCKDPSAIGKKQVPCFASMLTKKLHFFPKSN
Starred values were filed as active, the others as inactive; / = not tested or not shown; & = joins results of further samples.

SMILES	esBAF inh	ARNT-TACC3 inh	RAD52 anneal inh	ERp5 inh	PglD DTNB	RAD54 inh	E-sel inducer	CASP6 VEID inh
COCC1=C([C@H](O)c2ccccc2)[C@H](CO)[C@@H]2C(=O)N(C)C(=O)[C@@H]2C1	/	-5	-15	-2	0	3	/	-2
Cc1cc(C(=O)OCC(=O)N2CC(=O)Nc3ccccc32)c(C)n1-c1ccc(F)cc1	/	0	/	/	18	-9	0.5	/
O=C(Nc1ccccc1)N1C[C@@H]2[C@H](c3ccccc31)[C@H](CO)N2Cc1ccccc1Cl	10	5	7	-3	-2	-11	-0.6	2
NCCCC[C@@H](C(=O)NCCCCCCCCCCC(=O)N1CCNCC1)n1cc(CCO)nn1	3	3	37	1	-1	-18	-0.1	-57
COC(=O)c1c(SCC(=O)NC2CCCCC2)[nH]c2ccccc2c1=O	-4	-1	-110	10	4	-21	/	-2
CCn1c(C)cc(/C=C2/NC(=O)N(Cc3ccccc3F)C2=O)c1C	0	-6	-14	-4	/	/	/	3
CCNc1nnc(SCC(=O)N2c3ccccc3NC(=O)CC2C)s1 (centres undefined)	-1	/	-15	-13	-2	-7	/	0
Cc1nn(-c2ccccc2)c(Cl)c1C(=O)N1CCN(C)CC1	6	-4	12	1	0	0	2.0	-3
COc1cccc(S(=O)(=O)N2C[C@H](O)COC[C@@H]3O[C@@H](CC(=O)N4CCN(C)CC4)CC[C@H]32)c1	4	-2	-1	-5	2	0	0.0	-3
Cc1ccc(S(=O)(=O)Nc2nonc2C)cc1	-3	-19	/	/	0	-4	/	/
CC1CCCC(C)N1C(=S)SCC(=O)O (centres undefined)	-6	-8	-7	-6	/	/	/	-4
CO[C@H]1CN(C)C(=O)c2cc(NC(C)=O)ccc2OC[C@@H](C)N(Cc2cncnc2)C[C@@H]1C	-1	-10	1	2	1	-5	-0.2	-2
CC(c1ccc(F)cc1)n1cc(S(=O)(=O)N2CCCC2)ccc1=O (centres undefined)	4	-1	-9	3	-2	2	0.3	5
Cc1noc(C)c1CSCC(=O)Nc1nc2c(F)cc(F)cc2s1	6	/	-11	-1	0	3	0.7	-5
NC1(C(=O)O)CSSC1	/	-3	-8	-6	/	/	-0.3	4
CO/N=C(/CS(=O)(=O)c1ccc(C)cc1)c1ccc(OC)cc1	-12	2	/	/	-4	-4	/	/
C[C@@H]1CCCCO[C@H](CN(C)C(=O)Nc2ccccc2)[C@H](C)CN([C@@H](C)CO)C(=O)c2cc(NS(=O)(=O)c3ccc(F)cc3)ccc2O1	2	-6	/	/	1	-12	-0.1	/
CCOC(=O)N1CCN(Cc2nc3ccc([N+](=O)[O-])cc3c(=O)n2-c2cccc(OC)c2)CC1	-2	-4	-18	4	5	-3	0.6	-1
Cc1ccc2cc3cc(C(=O)NCCCN4CCCC4)oc3nc2c1	19	4	-3	2	0	13	/	-19
CSc1ccc(S(=O)(=O)N2CCC(C(=O)NCCN3CCOCC3)CC2)cc1	1	2	-14	-10	-6	-13	/	-3
Nc1nnc(CC(=O)N/N=C/c2ccc([N+](=O)[O-])cc2)s1	-2	-4	-3	0	-5	3	-0.2	0
Cc1cccc(C)c1NC(=S)N/N=C/c1ccc(C(=O)O)cc1	-1	-4	6	-4	-13	-13	0.2	1
CCOC(=O)C1CCCN(C(=O)c2oc3ccccc3c2C)CC1 (centres undefined)	-4	/	0	-3	2	5	/	1
C[C@@H]1CN([C@H](C)CO)C(=O)c2cc(C#Cc3ccccc3)cnc2O[C@@H]1CN(C)CC1CCOCC1	-6	3	29	-7	-2	-2	-0.1	-1

Record cards, as listed above.
Shown for `CCOC(=O)C1CCCN(C(=O)c2oc3ccccc3c2C)CC1` (centres undefined) = esBAF inh = -4; ARNT-TACC3 inh = /; RAD52 anneal inh = 0; ERp5 inh = -3; PglD DTNB = 2; RAD54 inh = 5; E-sel inducer = /; CASP6 VEID inh = 1
Shown for `CO/N=C(/CS(=O)(=O)c1ccc(C)cc1)c1ccc(OC)cc1` = esBAF inh = -12; ARNT-TACC3 inh = 2; RAD52 anneal inh = /; ERp5 inh = /; PglD DTNB = -4; RAD54 inh = -4; E-sel inducer = /; CASP6 VEID inh = /
Shown for `Cc1noc(C)c1CSCC(=O)Nc1nc2c(F)cc(F)cc2s1` = esBAF inh = 6; ARNT-TACC3 inh = /; RAD52 anneal inh = -11; ERp5 inh = -1; PglD DTNB = 0; RAD54 inh = 3; E-sel inducer = 0.7; CASP6 VEID inh = -5

The results go on.
SMILES	esBAF inh	ARNT-TACC3 inh	RAD52 anneal inh	ERp5 inh	PglD DTNB	RAD54 inh	E-sel inducer	CASP6 VEID inh
CCN(CC)C(=O)Cn1cc(S(=O)(=O)CC(=O)N2CCOCC2)c2ccccc21	/	-2	-7	3	-1	-5	-0.2	-1
C/C(=N\NC(=O)Cc1ccc(Cl)cc1)c1ccc(F)cc1	-2	-4	-9	0	-1	10	0.1	1
CC(=C/c1ccccc1)/C=N/NC(=O)c1ccccn1	/	4	-17	-1	1	0	0.3	-1
O=C(COc1ccc(Br)cc1Cl)Nn1cnnc1	/	-2	-11	-4	/	/	/	1
Cc1ccccc1S(=O)(=O)N1[C@@H]2CNC[C@H]1C2c1ccc(-c2cncnc2)cc1 (some centres undefined)	/	/	-8&12	-2&-2	/	/	0.0&-0.1	-3&-2
CCCCCCCCCCCCC(=O)CCCCC(=O)O	-9	21	0	4	4	10	/	-5
CN(C(=O)Cn1cnc2ccccc2c1=O)C1CCS(=O)(=O)C1 (centres undefined)	/	-3	-11	3	/	/	/	-3
O=C1CC(c2ccccc2)Cc2nc(NCc3ccco3)ncc21 (centres undefined)	2	7	/	/	1	1	/	/
COC(=O)C1=C(C)N(Cc2ccccc2C(F)(F)F)C(=NCc2cc(OC)c(OC)c(OC)c2)NC1c1cccc(F)c1 (centres undefined)	/	/	-35	-6	/	/	0.4	0
O=C(NCC(c1cccnc1)N1CCOCC1)c1ccc2c(c1)OCO2 (centres undefined)	-2	-14	/	/	6	-27	/	/
CCN(CC)S(=O)(=O)c1cc(NC(=O)CSc2nnc(N)s2)ccc1C	-1	-10	-21	2	-2	10	1.1	-2
CC1CN(C(=S)Nc2ccc(Br)cc2)CC(C)O1 (centres undefined)	7	-5	-13	-2	3	3	/	-6
O=C(NCCCN1CCOCC1)[C@@H]1CSC2c3ccccc3C(=O)N21 (some centres undefined)	-4	-5	/	/	2	6	/	/
Cc1cc(C)n(C(=O)/C=C/c2cccs2)n1	/	-1	-3	3	-4	2	1.8	-2
C[C@H]1CCCCO[C@@H](CN(C)C(=O)Nc2ccc(C(F)(F)F)cc2)[C@@H](C)CN([C@@H](C)CO)C(=O)c2cc(NC(=O)CCC(F)(F)F)ccc2O1	0	12	-42	1	-1	-1	0.2	2
O=C1CC(c2ccco2)CC2=C1C1c3ccccc3C(=O)N1c1ccccc1N2 (centres undefined)	9	-3	/	/	4	0	/	/
C/C=C/c1ccc2c(c1)[C@@H]1[C@@H](CCN1C(=O)Cc1cccnc1)[C@@H](CO)N2C	1	-3	-2	-4	5	-5	5.5	-35
COc1cccc(CN(C(=O)c2ccccc2)C2CCS(=O)(=O)C2)c1 (centres undefined)	-5	9	-14	3	1	-4	/	-6
CC(NC(=O)COC(=O)C1CCN(c2ccc(C(F)(F)F)cn2)CC1)c1ccccc1 (centres undefined)	-5	/	1	0	-6	3	0.1	1
C/C=C/c1ccc([C@H]2[C@@H](CO)N(C(C)=O)[C@H]2CN(C)S(=O)(=O)CC)cc1	/	/	-20	2	/	/	0.0	-3
COc1ccc(NC(=O)CCNS(=O)(=O)c2cc(Br)cnc2N)c(OC)c1	-1	-1	-10	-3	0	13	/	2
N#CCOC(=O)C1c2ccccc2Oc2ccccc21	-2	-1	-9	0	2	9	/	-2
Cn1cc(CN2CCC(O)CC2)c(-c2ccc(Oc3ccccc3)cc2)n1	/	2	-4	3	/	/	/	-6
CCCCN(CC)Cc1ccc(CNC(=O)Nc2ccc(Cl)cc2)o1	/	1	0	-3	/	/	1.3	3
O=C(CCCCCN1C(=O)c2ccccc2C1=O)Nc1ccccc1	0	-4	/	/	0	0	/	/
Cn1cc(CC(=O)Nc2ccc(Nc3cccnc3)cc2)c2ccccc21	/	/	-26	-4	/	/	1.5	-4
COc1cccc(NC(=O)NNC(=O)c2ccc3c(c2)NC(=O)C(C)(C)O3)c1	4	-25	-5	-3	10	-5	-0.1	3
CCNC(=O)C1(C)CCN(Cc2ccc(OC(F)(F)F)cc2)C1 (centres undefined)	0	/	0	1	-1	6	0.0	0
C[C@H]1CN([C@@H](C)CO)C(=O)c2cccc(NC(=O)c3nc4ccccc4s3)c2O[C@H]1CN(C)S(=O)(=O)c1ccc(F)cc1	1	13	-6	-9	-4	-8	1.4	1
CC1CC(C)CN(S(=O)(=O)N2CCCC(C(=O)NCCCN3CCOCC3)C2)C1 (centres undefined)	-3	-1	-11	-1	/	/	15	-1
CCCNC(=O)N1CCC2(CC1)CN(C(=O)CCC)[C@@H](CO)c1[nH]c3cc(OC)ccc3c12	/	/	1	-5	/	/	0.3	1
Cc1c(NC(=O)CN2C(=O)NC3(CCCCC3)C2=O)c(=O)n(-c2ccccc2)n1C	-7	18	-1	-1	-2	2	-0.1	0
O=[N+]([O-])c1ccc2c(c1)C(O)n1ncnc1S2 (centres undefined)	/	-6	-7	-10	/	/	0.4	-2
CCNC(=S)NNC(=O)c1ccc(OC)cc1	4	-22	-13	-2	-1	-16	-1.1	0
Cc1ccc(/C=N/n2c(C)n[nH]c2=S)o1	-9	0	/	/	5	-9	/	/
Cc1ccc(/C=N/NC(=O)Nc2ccccc2)o1	/	-4	0	0	/	/	-2.5	1
NS(=O)(=O)c1ccc(CCNC(=O)CNC(=O)c2ccccc2F)cc1	-6	11	-2	1	10	-7	0.0	-2
NC(=S)Nc1nccc(-c2cccs2)n1	7	2	6	-10	6	12	0.1	0
C=CCn1c(Oc2ccc(C(=O)OC)cc2)nc2c1c(=O)n(C)c(=O)n2C	-7	-11	/	/	-4	-3	/	/
COc1cc2c(c(OC)c1CC=C(C)C)C[C@H](c1ccc(O)cc1O)CO2	-10	3	-13	9	2	-3	/	3
CN1CCN(C(=O)c2cc(Br)cn2C)CC1	-10	-5	-7	-2	3	-1	/	-2
CC(C)Oc1ccc(C(=O)Nc2cccc3cccnc23)cc1	12	-7	7	-2	-7	-1	1.4	0
CCN(CC)C(=O)[C@H]1C[C@H](CC(=O)NC(C)(C)C)C(=O)N2CCc3c([nH]c4ccc(Cl)cc34)[C@]12C	-3	2	3	-5	0	-7	-0.1	4
Cc1ccc(-c2ccc3c(c2)O[C@H](CN(C)C(=O)NC(C)C)[C@H](C)CN([C@@H](C)CO)S3(=O)=O)cc1	-6	3	18	-7	0	1	0.3	0
CCNC(=O)Cn1c(=O)c(=O)n(Cc2ccccc2)c2ccc(Cl)cc21	8	-6	/	/	1	-7	/	/
COc1cccc(CN2CCN(C(=O)c3cccc(OC)c3)CC2)c1	-2	-6	-2	3	0	-16	/	-1
O=C(C1=C[C@@H](c2ccc3c(c2)OCO3)C[C@@H](OCCCCO)O1)N1CCN(Cc2ccc3c(c2)OCO3)CC1	-2	3&0	-28&-28	0&-1	2&2	-7&-4	-0.2	4&-2
COc1ccc2c3c([nH]c2c1)[C@H](CO)N(Cc1ccccc1Cl)CC31CN(C(=O)C2CC2)C1	/	/	-21	32*	/	/	-0.3	-1
C[C@@H](NC(=O)C[C@H]1CC[C@@H]2[C@H](COC[C@H](O)CN2C)O1)c1ccccc1	6	1	-10	-1	2	7	0.0	2
CC(C)CNS(=O)(=O)c1ccc(CCC(=O)NC2CCCC2)cc1	6	-6	-10	6	-2	4	/	-3
O=c1oc(/C=C/c2ccco2)nc2sc3c(c12)CCC3	-11	-12	/	/	-1	-10	/	/
CCOC(=O)CC[C@H](NC(=O)Cn1cc(C)c(=O)[nH]c1=O)C(=O)OCC	5	/	-5	0	2	-7	-0.2	-3
Cc1ccc(OCc2ccc(C(=O)Nc3nccs3)o2)cc1C	32	-8	/	/	8	-12	/	/
C=CCn1c(SCC(=O)Nc2nc3ccccc3s2)nc(O)c(CC)c1=O	/	/	-13	-3	10	-11	33*	-7

High-throughput results from PubChem BioAssay.
